Compound activity deposited in PubChem by several laboratories.
cardiac RTF act: increases calcium sensitivity of human cardiac regulated thin filaments; activation, % at 7.2 µM; IANBD-labeled TnC RTF fluorescence at EC20 calcium; 0% EC20 calcium, 100% full calcium; AID 493008; 340,000 compounds, 0.24% hits;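 active = activation above the mean over all tested compounds plus 3 SD, cut at about 30% in these data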;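 note: rise in fluorescence read as greater calcium sensitivity of cardiac thin filaments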
Keap1-Nrf2 PPI: Keap1-Nrf2 (human) interaction inhibition | Q14145 | Keap1 Kelch-Nrf2 peptide fluorescence polarization, 1536-well | inhibition, % at 9.4 µM | 340,000 compounds, 0.15% hits; in the data active = inhibition above about 12%;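 note: human Keap1 Kelch domain with fluorescein labeled Nrf2 9mer peptide probe; 0% = neutral control wells and 100% = peptide positive control; higher means more block of Keap1 binding to Nrf2 peptide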
Target sequence (Q14145 whole entry, looked up, the tested form may be a part): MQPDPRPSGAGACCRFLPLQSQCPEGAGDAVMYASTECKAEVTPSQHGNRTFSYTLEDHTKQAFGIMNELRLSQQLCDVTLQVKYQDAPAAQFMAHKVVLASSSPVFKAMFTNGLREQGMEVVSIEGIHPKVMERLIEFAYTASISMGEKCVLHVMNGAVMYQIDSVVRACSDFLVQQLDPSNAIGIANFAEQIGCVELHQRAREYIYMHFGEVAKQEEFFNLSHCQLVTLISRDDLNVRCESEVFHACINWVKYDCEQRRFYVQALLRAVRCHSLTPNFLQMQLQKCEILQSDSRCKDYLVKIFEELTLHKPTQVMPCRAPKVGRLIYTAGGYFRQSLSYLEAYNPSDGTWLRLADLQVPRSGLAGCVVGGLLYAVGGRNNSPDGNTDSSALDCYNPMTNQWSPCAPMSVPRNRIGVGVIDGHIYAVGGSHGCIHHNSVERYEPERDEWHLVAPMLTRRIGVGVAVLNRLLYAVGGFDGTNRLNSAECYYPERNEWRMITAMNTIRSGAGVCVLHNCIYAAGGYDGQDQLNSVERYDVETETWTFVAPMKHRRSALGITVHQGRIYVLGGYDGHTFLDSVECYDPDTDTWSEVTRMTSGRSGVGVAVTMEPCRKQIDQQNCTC
PKA-R2B activ: activators of human PKA-R2B complex | PKA-R2B holoenzyme dissociation, Cy5-IP20 fluorescence polarization; R2B truncated from residue 108, S112A mutant; 0% DMSO only, 100% 113 µM cGMP | activation, % at 11.4 µM | 340,000 compounds, 0.079% hits | AID 504700;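 active = activation above a cutoff set at the mean over all compounds plus 3 SD, cut at about 18% in these data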;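 note: higher means more holoenzyme dissociation and a rise in polarization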
CAL PDZ FP-1: blocks peptide binding to human CAL PDZ domain; Q9HD26; AID 504414; purified CAL PDZ, TMR-peptide fluorescence polarization, 1 h; 330,000 compounds, 0.02% hits; inhibition, % at 20 µM;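 active = highest replicate inhibition of at least 40%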;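 note: plate controls were DMSO neutral control wells for no effect and unlabeled competitor peptide control wells for full effect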
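System: tagged CAL PDZ domain. Schedule: 1 h room-temperature incubation prior to read. Signal: fluorescence polarization (mP). Measure: percent inhibition from loss of millipolarization.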
CAL PDZ FP-2: inhibitors of human CAL PDZ peptide binding; Q9HD26; purified CAL PDZ, TMR-peptide fluorescence polarization, 1 h; inhibition, % at 24.9 µM; 300,000 compounds, 0.92% hits; AID 602252;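 active = mean inhibition of at least 30% with at least half of replicates also reaching 30%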;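 note: 0% = DMSO neutral control and 100% = excess unlabeled competitor peptide PRC23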
SR-BI DiI-HDL act: SR-BI HDL lipid transfer activation | 320,000 compounds, 0.096% hits | activation, % at 12.5 µM | CHO ldlA[mSR-BI] cells, DiI-HDL uptake fluorescence, 3 h; 100 = double the neutral-control signal;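 active = mean replicate activation of at least 60% and every replicate at or above 60%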;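 note: 0% = median plate neutral-control signal and 100% = twice that signal; values of inactives mirror those of a sister screen read the other way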
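System: LDL receptor-deficient CHO ldlA cells overexpressing murine SR-BI | Timing: 3 h uptake period with compound, 37 °C | Medium: HEPES-buffered (25 mM, pH 7.4) F12 plus 0.5% BSA | Dosing: Single-point compound dose | Signal: Bottom-read fluorescence, 550/595 nm | Read-out: Retained DiI signal reflecting DiI-HDL uptake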
Cardiac RTF inh: cardiac RTF calcium desensitization | AID 493244 | IANBD-labeled cardiac RTF, Ca2+ fluorescence | 340,000 compounds, 0.12% hits | inhibition, % at 7.15 µM | P19429+P45379;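 active = inhibition above the mean inhibition of all tested compounds plus 3 SD, cut at about 17% in these data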;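 note: assay run at fixed EC70 calcium of 1.6 mM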
DAGLB inhibitor: blocks human DAGLB lipase activity. 340,000 compounds, 0.059% hits. HEK293T DAGLB membrane lysate, EnzChek fluorogenic substrate. inhibition, % at 5.17 µM. AID 504411; in the data active = inhibition above about 34%;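 note: 0% = enzyme with vehicle and 100% = wells lacking enzyme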
LANA DNA inh: blocks KSHV LANA C-terminal domain binding to DNA; inhibition, % at 9 µM; 340,000 compounds, 0.078% hits; MBP-C-LANA/FAM-LBS DNA binding, fluorescence polarization;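 active = highest replicate inhibition at or above 60% at 9 µM, even if other replicates fall short; inactive = all replicates below 60% inhibition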;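 note: 0% = neutral control wells and 100% = 4 µM acridine orange control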
Rtt109 Vps75: blocks Candida albicans Rtt109/Vps75 acetyltransferase activity | Q5AAJ8 | 330,000 compounds, 0.16% hits | purified Rtt109/Vps75, ThioGlo CoA-SH fluorescence, 4 h | inhibition, % at 34.9 µM;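 active = inhibition of at least 50% in every replicate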
Target sequence (Q5AAJ8 whole entry, looked up): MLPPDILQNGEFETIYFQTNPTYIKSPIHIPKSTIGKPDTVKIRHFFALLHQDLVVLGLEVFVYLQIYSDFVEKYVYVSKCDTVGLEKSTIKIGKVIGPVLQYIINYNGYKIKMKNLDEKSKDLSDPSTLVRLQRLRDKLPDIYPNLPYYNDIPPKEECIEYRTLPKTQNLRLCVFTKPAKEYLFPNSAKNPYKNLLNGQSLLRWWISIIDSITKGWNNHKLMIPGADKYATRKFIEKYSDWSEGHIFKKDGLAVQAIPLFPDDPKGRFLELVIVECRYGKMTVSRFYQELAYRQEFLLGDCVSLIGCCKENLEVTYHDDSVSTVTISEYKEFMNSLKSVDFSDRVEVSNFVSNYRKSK
* hit, by the source's call; x = no result given.

SMILES | cardiac RTF act | Keap1-Nrf2 PPI | PKA-R2B activ | CAL PDZ FP-1 | CAL PDZ FP-2 | SR-BI DiI-HDL act | Cardiac RTF inh | DAGLB inhibitor | LANA DNA inh | Rtt109 Vps75
Cc1ccc(C(=O)NNC(=S)Nc2cccc3ccccc23)s1 | 4 | -4 | 4 | -3.3 | -7 | 17 | -2 | 2 | -0.1 | 5
O=C1N(Cc2cccnc2)C[C@@H]2C[C@@H](c3ccc4nsnc4c3)N3CCC[C@@]123 | -4 | 3 | -15 | -1.8 | -2 | -8 | 5 | 2 | 1.6 | -6
CCCN(CC(=O)Nc1ccccc1C)C(=O)c1ccc(N2CCCC2=O)cc1 | -3 | -2 | 9 | 0.9 | -4 | -4 | -7 | 2 | 0.0 | 1
C/C(Cn1nnc2ccccc21)=N\OC(=O)c1cc(F)c(F)cc1Cl | -1 | -4 | -2 | -2.1 | -2 | 2 | -4 | -4 | 0.4 | -4
Cn1c(=S)c2[nH]c(SCCC(C)(C)C)nc2n(C)c1=O | 3 | 0 | -8 | -1.1 | 1 | -6 | -4 | 1 | -1.3 | -2
Cc1ccccc1C(=O)NNC(=O)c1ccoc1C | -4 | -5 | -10 | x | 1 | 3 | -6 | 1 | 0.1 | 5
Cc1ccc(SCc2cc(=O)[nH]c(N3CCCCC3)n2)cc1 | -1 | 3 | -11 | -1.2 | -2 | x | -3 | 0 | -1.5 | -3
CS(=O)(=O)c1ccc(Cl)c(NC(=O)COC(=O)CNC(=O)c2sc3ccccc3c2Cl)c1 | 7 | -5 | -3 | -0.4 | -2 | 18 | -2 | -2 | -1.8 | -1
CCCC(=O)Nc1nn(C)c2nc3c(C)cccc3cc12 | -6 | -2 | 7 | -1.6 | 0 | -34 | -1 | -5 | 0.0 | -32
COc1ccc(CCNC(=O)c2ccc(-c3cccc([N+](=O)[O-])c3)o2)cc1OC | 4 | -4 | 18 | -1.4 | 1 | -72 | -1 | -1 | -0.6 | -1
COc1cc(/C=C/c2ccc3cccc(OC)c3n2)c(OC(C)=O)c([N+](=O)[O-])c1 | 0 | -1 | 15 | 0.6 | 1 | -31 | -2 | 2 | 0.4 | -1
Cc1nnc(NCCc2ccccc2)c2ccccc12 | -8 | -4 | -4 | -4.4 | -5 | x | -8 | 0 | -1.2 | 1
CC(=O)OCC(=O)NCC(=O)c1c[nH]c2ccccc12 | 1 | -1 | 5 | 0.4 | -1 | 2 | -1 | -3 | 0.5 | 2
CC1=CC(C)C2C(=O)N(CCC[N+](C)(C)C)C(=O)C2C1 (stereo unspecified) | -3 | 0 | 2 | -0.4 | 0 | 12 | 8 | -9 | -1.2 | 7
O=c1[nH]c(CSc2nnc(NCCCN3CCOCC3)s2)nc2cc(Cl)ccc12 | 2 | -2 | 3 | -1.5 | -1 | 5 | -2 | 2 | -2.5 | 4
CSCCC(NC(=O)C12CC3CC(CC(C3)C1)C2)C(=O)OCC(=O)c1ccccc1 (stereo unspecified) | -4 | 0 | -8 | -3.3 | -4 | 21 | -1 | -1 | 0.3 | -6
O=C(CSc1nnc(-c2ccco2)o1)N1c2ccccc2CCc2ccccc21 | -1 | -5 | 5 | -1.5 | -4 | 19 | 7 | -4 | 0.1 | 3
COc1ccc(N(CC(=O)Nc2cc(Cl)ccc2OC)C2=NC3CS(=O)(=O)CC3S2)cc1 (stereo unspecified) | 3 | -4 | -13 | -0.5 | x | -1 | -4 | 1 | 0.8 | -1
COC(=O)c1cn(-c2ccccc2)c(C)c1C(=O)OC | 2 | -1 | 4 | -0.2 | 2 | -9 | -2 | -2 | -1.1 | -14
COc1ccc(C)cc1C(=O)CCC(=O)Nc1ccccc1N1CCOCC1 | -5 | 2 | 11 | -2.1 | 10 | -2 | -1 | 0 | 0.6 | -6
N=c1sccn1CC(=O)Nc1ccc(Cl)cc1[N+](=O)[O-] | 0 | 0 | 4 | -3.2 | 1 | x | -7 | -1 | -1.7 | 1
O=C(/C=C/Nc1ccccc1Br)c1ccccn1 | -2 | -1 | -3 | -1.5 | -2 | -7 | -5 | -1 | -0.6 | -5
CN(Cc1ccccc1)C(=O)CN1C(=O)C2C3C=CC(C3)C2C1=O (stereo unspecified) | -5 | -4 | -11 | -0.4 | 6 | -5 | -3 | -3 | 0.3 | 2
CC(=O)C1=C(O)C(=O)N(Cc2cccnc2)C1c1ccc(C(C)C)cc1 (stereo unspecified) | -1 | 2 | -4 | -0.1 | x | 29 | 1 | 2 | 1.3 | 5
Cc1ccc(S(=O)(=O)N(CC(=O)NN=C2CCN(C)CC2)c2ccc(C(C)C)cc2)cc1 | 5 | -3 | -3 | 0.2 | 0 | 20 | -12 | -10 | -1.5 | -1

More structures
SMILES | cardiac RTF act | Keap1-Nrf2 PPI | PKA-R2B activ | CAL PDZ FP-1 | CAL PDZ FP-2 | SR-BI DiI-HDL act | Cardiac RTF inh | DAGLB inhibitor | LANA DNA inh | Rtt109 Vps75
Cc1ccc(OCc2nnc(SCC(=O)Nc3cc(C)on3)n2C)cc1 | -2 | 2 | 2 | -1.6 | 1 | x | -5 | 2 | 0.3 | -20
O=C(COC(=O)c1ccc(O)cc1)NCc1ccc2c(c1)OCO2 | -1 | -1 | -5 | -0.6 | 0 | 1 | -8 | -2 | -0.1 | -2
Cc1cc(NC(=O)CN2C(=O)NC(Cc3ccccc3)C2=O)no1 (stereo unspecified) | 6 | -6 | -7 | -1.0 | -2 | 9 | 0 | -2 | 1.8 | -2
CN(Cc1ccc2nsnc2c1)Cc1nc(Cc2cccc(F)c2)no1 | -4 | 0 | 2 | -2.1 | -1 | x | -2 | -7 | -6.2 | 22
COC(=O)C1C(O)CCC2CN3CCc4c([nH]c5ccccc45)C3CC21 (stereo unspecified) | 11 | 2 | -3 | 1.3 | -1 | 20 | -4 | 0 | 21 | 16
Cc1cccc(-c2noc(CN(C)C(=O)c3ccc4c(c3)OCO4)n2)c1 | -6 | -1 | -9 | -3.5 | -6 | x | -4 | -7 | 0.2 | 1
CCN(CC(=O)NCc1cccs1)C(=O)c1cccc(S(=O)(=O)Nc2ccccc2OC)c1 | 3 | 0 | 1 | 0.2 | x | -17 | -3 | 1 | -0.3 | -1
CCC(CC)C(=O)OCC(=O)Nc1cccc(S(=O)(=O)N(C)c2ccccc2)c1 | x | -4 | x | -0.9 | 1 | 17 | x | x | -1.8 | 3
O=C(C1CC(=O)N(C2CCCCC2)C1)N1CCN(c2ccccc2)CC1 (stereo unspecified) | -4 | 1 | -6 | -3.1 | -2 | 18 | -8 | -7 | 0.8 | 44
Cc1nc([N+](=O)[O-])cn1CC(=O)c1ccccc1 | -2 | -2 | 3 | -0.3 | -6 | 7 | -7 | 1 | -2.1 | -2
CN(CCOc1ccccc1)C(=O)C1CCC(=O)N(CCCN2CCOCC2)C1 (stereo unspecified) | -7 | 6 | -1 | -1.9 | 4 | -6 | 0 | 1 | 1.7 | -13
COC(c1ccccc1)c1c(-c2ccccc2)nn(C)c1Cl (stereo unspecified) | -2 | -5 | -1 | -1.0 | -1 | -5 | -7 | -3 | 1.3 | -3
CC(=O)Nc1ccc(SCC(=O)Nc2oc(C)c3c(C)n[nH]c(=O)c23)cc1 | -3 | 3 | 2 | -0.5 | -1 | 36 | -1 | -6 | 0.6 | 14
O=C(NC1CCCCC1)N1CCN(c2nc(-c3ccccc3)cs2)CC1 | -2 | 2 | 0 | -7.5 | 59* | -19 | -2 | -2 | -1.3 | 6
CN(CC(=O)Nc1ccc(F)cc1)C(=O)Cn1nnc(-c2ccccc2)n1 | -7 | 0 | -7 | -1.4 | x | x | 5 | -1 | 2.5 | -5
COc1ccccc1NC(=O)C/C(C)=N/NC(=O)c1ccccn1 | 5 | -4 | 1 | -1.4 | -2 | x | -23 | -3 | -0.1 | 7
Cc1nc(N)sc1C(=O)N/N=C/c1ccco1 | -2 | -4 | -8 | -0.8 | -5 | 27 | -8 | 2 | -1.7 | -7
CNS(=O)(=O)c1cccc(C(=O)OCCCC(=O)c2ccccc2)c1 | -3 | 8 | -5 | -0.3 | -3 | 1 | -7 | -1 | 1.1 | 4
Cc1ccc(F)cc1NC(=O)C12CC3CC(C1)CC(n1cnc([N+](=O)[O-])n1)(C3)C2 | 7 | -4 | -1 | x | 1 | -17 | -1 | 0 | -0.2 | 3
CCCn1cc(NC(=O)c2cc(-c3ccccc3)on2)cn1 | -8 | 0 | -2 | -3.7 | 0 | -11 | -8 | -6 | -0.1 | 7

Ordered by length of the SMILES (falling): part of the list above.
SMILES | cardiac RTF act | Keap1-Nrf2 PPI | PKA-R2B activ | CAL PDZ FP-1 | CAL PDZ FP-2 | SR-BI DiI-HDL act | Cardiac RTF inh | DAGLB inhibitor | LANA DNA inh | Rtt109 Vps75
Cc1ccc(F)cc1NC(=O)C12CC3CC(C1)CC(n1cnc([N+](=O)[O-])n1)(C3)C2 | 7 | -4 | -1 | x | 1 | -17 | -1 | 0 | -0.2 | 3
CCN(CC(=O)NCc1cccs1)C(=O)c1cccc(S(=O)(=O)Nc2ccccc2OC)c1 | 3 | 0 | 1 | 0.2 | x | -17 | -3 | 1 | -0.3 | -1
CCC(CC)C(=O)OCC(=O)Nc1cccc(S(=O)(=O)N(C)c2ccccc2)c1 | x | -4 | x | -0.9 | 1 | 17 | x | x | -1.8 | 3
Cc1cccc(-c2noc(CN(C)C(=O)c3ccc4c(c3)OCO4)n2)c1 | -6 | -1 | -9 | -3.5 | -6 | x | -4 | -7 | 0.2 | 1
O=C(NC1CCCCC1)N1CCN(c2nc(-c3ccccc3)cs2)CC1 | -2 | 2 | 0 | -7.5 | 59* | -19 | -2 | -2 | -1.3 | 6
Cc1ccc(OCc2nnc(SCC(=O)Nc3cc(C)on3)n2C)cc1 | -2 | 2 | 2 | -1.6 | 1 | x | -5 | 2 | 0.3 | -20
CN(Cc1ccc2nsnc2c1)Cc1nc(Cc2cccc(F)c2)no1 | -4 | 0 | 2 | -2.1 | -1 | x | -2 | -7 | -6.2 | 22
CCCn1cc(NC(=O)c2cc(-c3ccccc3)on2)cn1 | -8 | 0 | -2 | -3.7 | 0 | -11 | -8 | -6 | -0.1 | 7
Cc1nc(N)sc1C(=O)N/N=C/c1ccco1 | -2 | -4 | -8 | -0.8 | -5 | 27 | -8 | 2 | -1.7 | -7
